Screening results deposited in PubChem BioAssay by National Center for Advancing Translational Sciences (NCATS).
SNCA expr inh: SNCA gene expression inhibition; HEK-293 SNCA-luciferase knock-in, luminescence, 24 h; Potency, µM (highest dose often 57.2 µM), for the others: top-dose activity change, negative = inhibition, usual class: inhibitors; actives 0.17% (n = 140,000); AID 1671194;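 note: potency is the fitted concentration of half-maximal effect; plate controls were DMSO cells for no effect and cell-free wells for full effect; nearly all actives have a fitted effect of over 45% in size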
GPT2 inhibitor: inhibitors of human GPT2 alanine aminotransferase. Q8TD30. Recombinant GPT2, coupled pyruvate oxidase/HRP Amplex Red fluorescence. Potency, µM (titrated, usually from 57.7 µM), without a hit: top-dose activity change, negative = inhibition, usual class: inhibitors. actives 0.25% (n = 100,000). AID 1671188; note: potency is the fitted concentration of half-maximal effect; nearly all actives have a fitted effect of over 60% in size; many of its hits are not listed in these tables
Target sequence (Q8TD30 whole entry, looked up): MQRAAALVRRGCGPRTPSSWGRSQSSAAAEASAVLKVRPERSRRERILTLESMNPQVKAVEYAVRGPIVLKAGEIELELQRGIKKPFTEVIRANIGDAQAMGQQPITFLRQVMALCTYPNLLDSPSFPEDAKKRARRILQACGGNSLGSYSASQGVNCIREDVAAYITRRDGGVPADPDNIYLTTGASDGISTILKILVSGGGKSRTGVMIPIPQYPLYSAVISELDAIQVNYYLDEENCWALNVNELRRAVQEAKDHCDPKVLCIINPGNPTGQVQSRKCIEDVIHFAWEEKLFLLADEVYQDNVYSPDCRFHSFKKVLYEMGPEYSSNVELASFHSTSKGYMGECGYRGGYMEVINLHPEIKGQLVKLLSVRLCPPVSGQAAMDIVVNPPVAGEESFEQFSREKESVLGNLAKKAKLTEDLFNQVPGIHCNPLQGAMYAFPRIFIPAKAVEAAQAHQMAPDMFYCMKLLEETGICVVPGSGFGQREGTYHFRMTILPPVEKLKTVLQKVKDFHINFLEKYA
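Inhibition is scored from Amplex Red fluorescence generated when pyruvate oxidase and HRP act on pyruvate released by GPT2. Reactions contain 10ng/uL enzyme, 250uM a-KG and 2mM L-alanine and run 30 min at room temperature.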
IP6K1 inh: blocks human inositol hexakisphosphate kinase 1; Q92551; IP6K1 kinase, ADP-Glo luminescence, 2 h; stronger effect = lower value; activity change, % (series mostly up to about 58 µM); actives 0.81% (n = 140,000); in the data active = activity change below about -25%
Target sequence (Q92551 whole entry, looked up): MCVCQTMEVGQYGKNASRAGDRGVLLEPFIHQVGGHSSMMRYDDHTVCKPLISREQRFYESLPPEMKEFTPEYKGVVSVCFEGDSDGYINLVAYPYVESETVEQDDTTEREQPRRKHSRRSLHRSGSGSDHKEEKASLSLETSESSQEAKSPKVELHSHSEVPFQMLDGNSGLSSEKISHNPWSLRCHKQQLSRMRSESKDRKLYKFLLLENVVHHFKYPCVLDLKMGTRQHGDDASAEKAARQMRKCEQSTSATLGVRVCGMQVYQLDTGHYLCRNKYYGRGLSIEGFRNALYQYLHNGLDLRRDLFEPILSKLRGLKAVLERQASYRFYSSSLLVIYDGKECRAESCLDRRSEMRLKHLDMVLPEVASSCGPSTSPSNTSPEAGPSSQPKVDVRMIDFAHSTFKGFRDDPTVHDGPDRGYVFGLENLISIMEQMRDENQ
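ADP-Glo luminescence measures ADP made by human IP6K1 during a 2 h RT reaction with ATP/IP6 (mix at 1.3 mM/130 uM); top library doses 57.5 and 19.1 uM final.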
HEK293 tox: cytotoxic compounds in HEK 293 cells; HEK 293 viability, ATP luminescence (CellTiter-Glo), 48-72 h; actives 6.6% (n = 94,000); Potency, µM (top dose mostly 115 µM), for the others: at the top dose activity change, negative = cytotoxicity, usual class: inhibitors; note: potency is the fitted concentration of half-maximal effect; nearly all actives have a fitted effect of over 60% in size
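Luminescence from cellular ATP, measured with CellTiter-Glo, indicates HEK 293 viability. Cells plated at 250 cells/well are treated with compound for 48 or 72 hr at 37 degree Celsius before reagent addition.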
FLuc inh: blocks purified firefly luciferase enzyme activity. AID 1347043. actives 2.5% (n = 76,000). purified P. pyralis luciferase, luminescence, biochemical. Potency, µM (titrated, usually from 115 µM), for the others: at the top dose activity change, negative = inhibition, most hits filed as inhibitors; note: potency is the fitted concentration of half-maximal effect; nearly all actives have a fitted effect of over 65% in size
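Purified 10nM P. pyralis luciferase with 10uM D-luciferin and 10uM ATP in 50mM Tris acetate pH 7.5, 10mM Mg acetate, 0.01% Tween-20, 0.05% BSA. qHTS titration; luminescence read by CCD imager.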
NIH3T3 tox: kills NIH 3T3 cells | NIH 3T3 viability, CellTiter-Glo ATP luminescence, 48-72 h | Potency, µM (series often up to 96.7 µM), for inactives: at the top dose activity change, negative = cytotoxicity, hits mostly inhibitors | actives 4.3% (n = 94,000); note: potency is the fitted concentration of half-maximal effect; nearly all actives have a fitted effect of over 55% in size
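Luminescent ATP readout (CellTiter-Glo, 10 min RT) after 48 or 72 hr compound exposure of NIH 3T3 cells seeded at 400 cells/well in 1536-well format; quantitative HTS.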
HEK293 viab: counter-screen for SNCA expression inhibitors: cell viability; HEK-293-SNCA-luc viability, GF-AFC fluorescence, 24 h; actives 0.12% (n = 150,000); AID 1671193; Potency, µM (doses to about 57.1 µM), for the others: at the top dose activity change, negative = cytotoxicity, usual class: cytotoxic;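 note: potency is the fitted concentration of half-maximal effect; 0% = DMSO-treated cells and -100% = medium-only wells without cells; nearly all actives have a fitted effect of over 30% in size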
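Cytotoxicity counterscreen: after 24 h compound treatment of genome-edited SNCA-luciferase HEK-293 cells, live-cell protease substrate GF-AFC read by fluorescence after 30 min; activity scaled between DMSO (0%) and medium-only (-100%), curves Hill-fitted.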
Active calls of the source: *; i = inactive; ? = inconclusive; . = no result given; & = joins results of further samples; [ ] = remark or other dose. Unless noted, calls come from the whole dose curve; as a rule, active = well fitted curve in the direction sought with a large enough effect; inconclusive = small, poorly fitted or top-dose-only effect, or another doubt; inactive = no such curve, though single readings can be large; an effect the other way counts as inactive or inconclusive. Unless noted, % is set by controls: 0 for no effect and ±100 for the full control effect.

[1] COc1cccc(NC(=O)Cc2csc(COc3cccc(C)c3)n2)c1
[2] Cc1cc(C)cc(N2CCC(NS(=O)(=O)c3cn(C)c(C)n3)C2=O)c1 (configuration not stated)
[3] CN(Cc1ccccc1)C1(C(=O)NC2CCS(=O)(=O)C2)Cc2ccccc2C1 (configuration not stated)
[4] CC(=O)N1CCc2c(sc3nc(SCC(C)C)n(-c4ccc(C)c(Cl)c4)c(=O)c23)C1
[5] COc1ccc(CCNC(=O)CN(c2ccc(C)cc2)S(=O)(=O)c2ccc(OC)cc2)cc1
[6] CCN1C(C(=O)c2ccccc2)=C(OC(=O)COc2ccc(C)cc2)c2ccccc2S1(=O)=O
compound no.	1	2	3	4	5	6
SNCA expr inh	22%	1%	25%	2%	-22%	?
GPT2 inhibitor	.	i	i	.	.	.
IP6K1 inh	12	-2	1	-7	13	-16
HEK293 tox	.	i	-25%	.	.	.
FLuc inh	.	2%	?	.	.	.
NIH3T3 tox	.	-3%	-22%	.	.	.
HEK293 viab	6%	-20%	6%	-16%	-13%	-27%

[7] Cc1cccc(NC(=O)Cn2c(=O)nc(-c3ccccc3)c3ccccc32)c1C
[8] COc1ccc(C(=O)NCc2nnc3ccc(-c4ccc(F)cc4)nn23)cc1OC
[9] O=c1c2c(CO)c(-c3ccccc3)nn2ccn1Cc1ccccc1F
[10] CCC(C)(NC(=O)C(CCC(N)=O)NC(=O)C1CC(O)CN1C(=O)C(C)(C)NC(=O)C(C)(C)NC(=O)C(CC(C)C)NC(=O)CNC(=O)C(NC(=O)C(C)(C)NC(=O)C(C)(C)NC(=O)C(C)(C)NC(=O)C(Cc1ccccc1)NC(C)=O)C(C)C)C(=O)N1CC(O)CC1C(=O)NC(C)(C)C(=O)NC(CO)Cc1ccccc1 (configuration not stated)
[11] CNC(=O)CCc1ccc2c(c1)CN(C(C)=O)CCO2
[12] Cc1cccc(C(=O)N2CCC3(CC2)CC(OCC2CC2)CCO3)c1 (configuration not stated)
compound no.	7	8	9	10	11	12
SNCA expr inh	36%[activator]	4%	118%[activator]	.	29%	-14%
GPT2 inhibitor	.	4%	3%	i[11.5 µM]	i	-7%
IP6K1 inh	9	26	7	-8	11	3
HEK293 tox	.	-2%	-3%	.	-4%	-5%
FLuc inh	.	2%	?	.	7%	-10%
NIH3T3 tox	.	-14%	1%	.	-7%	i
HEK293 viab	-1%	-15%	0%	?	-2%[12.5 µM]	20%[12.5 µM]

[13] COc1cc(CNC(=O)c2c(C)noc2-c2ccc(C(C)(C)C)cc2)cc(OC)c1
[14] O=C1CCCCC(C(=O)NCCc2c[nH]c3ccccc23)N1 (configuration not stated)
[15] Cc1c(Cl)cccc1NC(=O)c1cc2sccc2n1Cc1ccc(F)cc1
[16] O=C(c1ccccn1)N1CCn2c(nnc2-c2cccnc2)C1
[17] COc1ccc(C(=O)Nc2cc(C(C)C)c(O)c(S(=O)(=O)c3ccc(OC)cc3)c2C)cc1
[18] CCS(=O)(=O)CC(=O)N1CCn2nc(C(=O)Nc3ccccc3)cc2C1
compound no.	13	14	15	16	17	18
SNCA expr inh	13%	-18%	-21%	-13%[87.6 µM]	180%[activator]	70%[activator]
GPT2 inhibitor	i	1%	.	i	.	i[11.5 µM]
IP6K1 inh	-3	18	-3	9&-5	4	12
HEK293 tox	?	4%	.	-14%[172 µM]	.	?
FLuc inh	-2%	-3%	.	1%[172 µM]	.	2%
NIH3T3 tox	-21%	i	.	-6%[138 µM]	.	0%
HEK293 viab	-6%	0%	8%	-5%[87.6 µM]	-21%	1%

[19] NC(=O)[C@@H](Cc1ccccc1)NC(=O)[C@@]1(O)C[C@@H](O)[C@H](O)[C@@H](NC(=O)c2ccco2)C1
[20] COCC(=O)NCCc1ncc(C)n1C1CCCCCC1
[21] CNC(=O)c1cc(C2CC2)nc2c1c(C1CCCN(C(=O)c3ccc(Cl)cc3)C1)nn2C (configuration not stated)
[22] COCC(=O)NC[C@H]1CCN(Cc2cccc(OC)c2)C[C@H]1N(C)C
[23] CCC(=O)OCC(=O)[C@@]1(OC(=O)CC)[C@@H](C)C[C@H]2[C@@H]3CCC4=CC(=O)C=C[C@]4(C)[C@@]3(F)[C@@H](O)C[C@@]21C
[24] CCOC(=O)c1cc(-c2ccccc2)n(CCCC(=O)Nc2ccccc2C)c1C
compound no.	19	20	21	22	23	24
SNCA expr inh	8%[87.6 µM]	-17%	.	21%	.	?
GPT2 inhibitor	i	0%	.	i	i	.
IP6K1 inh	15	16	-12	10	8	25
HEK293 tox	i	-16%	?	i	.	.
FLuc inh	-3%[172 µM]	.	.	0%	.	.
NIH3T3 tox	-6%[138 µM]	-18%	?	i	.	.
HEK293 viab	-3%[87.6 µM]	3%	.	-8%[12.5 µM]	2%	-22%

[25] CCC(=O)N1CCC2(CC1)CC(N1CCCC1)CCO2 (configuration not stated)
[26] Cc1nn(CC(=O)N2CCN(c3cccc(C(F)(F)F)c3)CC2)c(=O)c2cc3sccc3n12
[27] CCc1cc2c(cc3c(=O)n(CCCC(=O)NCc4ccccc4Cl)nc(CC)n32)s1
[28] CN1C[C@@H]2C[C@H]1C(=O)N(Cc1ccccc1)c1ccccc1O2
[29] CCn1ccc(C(=O)NCCc2ncc(C)n2C2CC2)n1
[30] CCn1ccc(C(=O)N2CCCC(Cn3c(C)cnc3C3CC3)C2)n1 (configuration not stated)
compound no.	25	26	27	28	29	30
SNCA expr inh	-20%	?	15%	-26%[87.6 µM]	35%[activator]	11%
GPT2 inhibitor	i	.	.	-16%[88.5 µM]	-11%	1%
IP6K1 inh	2	-2	-4	11	4	5
HEK293 tox	12%	.	.	?	-6%	-7%
FLuc inh	-1%	.	.	-1%[172 µM]	-9%	.
NIH3T3 tox	i	.	.	?	-4%	-8%
HEK293 viab	-12%	-7%	1%	4%[87.6 µM]	4%	4%

[31] O=C(O)CC(NS(=O)(=O)c1ccc(Cl)s1)c1ccccc1 (configuration not stated)
[32] COC(=O)c1c(NC(=O)COc2ccc(Cl)cc2)sc(C)c1C
[33] COc1ccccc1CC(=O)N1CCc2c(nc[nH]c2=O)C1
[34] CCCS(=O)(=O)N1Cc2c(ncn2Cc2ccc(Cl)cc2)C[C@H]1C(=O)OC
[35] O=C(c1ccnc2[nH]ccc12)N1CCOCC1
[36] CCOc1ccc(C(=O)N[C@H]2CC[C@H]2NC2CCOCC2)cc1Cl
compound no.	31	32	33	34	35	36
SNCA expr inh	-4%	1%	22%	-10%[87.6 µM]	26%[87.6 µM]	?
GPT2 inhibitor	.	.	-6%	?	i	-7%
IP6K1 inh	0	-6	24	1	17	1
HEK293 tox	.	.	12%	i	1%[230 µM]	?
FLuc inh	.	.	-5%	1%[172 µM]	.	3%
NIH3T3 tox	.	.	2%	-21%[174 µM]	i	?
HEK293 viab	-6%	-6%	7%	-14%[87.6 µM]	-2%[87.6 µM]	3%

Results in sequence from the list.
Compounds 31–36 in HEK293 viab: -6%, -6%, 7%, -14%[87.6 µM], -2%[87.6 µM], 3%
Compounds 31–36 in IP6K1 inh: 0, -6, 24, 1, 17, 1
Compounds 31–36 in SNCA expr inh: -4%, 1%, 22%, -10%[87.6 µM], 26%[87.6 µM], ?

(more compounds)
[37] C[C@H](C(=O)N1Cc2ccccc2CC2(CCN(CC3CCNCC3)CC2)C1)c1ccccc1
[38] COCCN1CCCCCC(O)c2cc(C(=O)NCc3ccc(C)o3)ccc21 (configuration not stated)
[39] Cc1cccc(-n2c(=O)c3c(c4cc(C)ccc4n3C)n(CC(=O)Nc3ccc(C)c(C)c3)c2=O)c1
[40] CCCc1sc(NC(=O)CC[C@H]2NC(=O)c3ccccc3NC2=O)nc1C(=O)OC
[41] Cc1cccc(CNC(=O)c2ccc3c(c2)N(C)C2CCCN2C3=O)c1 (configuration not stated)
[42] O=C(NCc1cc(F)ccc1F)C1CCN(c2cn[nH]c(=O)c2)C1 (configuration not stated)
compound no.	37	38	39	40	41	42
SNCA expr inh	-22%	-10%	?	3%	65%[activator]	-8%
GPT2 inhibitor	-1%	i	.	i	i	-1%
IP6K1 inh	3	-1	-1	9	4	-1
HEK293 tox	?	?	.	?	?	1%
FLuc inh	.	-17%	.	-5%	-15%	-5%
NIH3T3 tox	14µM*	?	.	?	?	-7%
HEK293 viab	-24%	-3%	-3%	-21%	0%[12.5 µM]	-1%

[43] Cn1cc([C@@H](NC(=O)c2ccc3c(c2)OCC(=O)N3)C2CC(O)C2)cn1 (some centres not stated)
[44] O=C(c1ccc(C(F)(F)F)cc1)N1CCCC(c2nn(-c3ccc(F)cc3)c(=O)[nH]2)C1 (configuration not stated)
[45] O=C(c1ccc(Cl)nc1)N1CCCC(c2nn(-c3ccccn3)c(=O)[nH]2)C1 (configuration not stated)
[46] CN(C)[C@@H]1CN(C(=O)C2CC2)CC[C@@H]1CO
[47] Cc1cn2nc(C(=O)N3CCC(NC(=O)c4nccc5ccccc45)CC3)cc2c(=O)[nH]1
[48] COc1ccc(CCNC(=O)CCS(=O)(=O)c2ccc3c(c2)oc(=O)n3C)cc1OC
compound no.	43	44	45	46	47	48
SNCA expr inh	-19%	-16%	12%	20%	-9%	150%[activator]
GPT2 inhibitor	-1%	-1%	-2%	i	4%	.
IP6K1 inh	9	12	-11	35	4	-16
HEK293 tox	-1%	?	i	-5%	?	.
FLuc inh	-3%	1%	.	?	-7%	.
NIH3T3 tox	i	-28%	i	-22%	?	.
HEK293 viab	1%	5%	10%	5%[12.5 µM]	1%	-23%

[49] CCN(CCCNC(=O)C1Cn2cccc2C(=O)N1C)c1ccccc1 (configuration not stated)
[50] O=c1cc(-c2ccccc2)n2c(SCc3ccc(F)cc3)nnc2[nH]1
[51] CC(C(=O)N1Cc2c(C(=O)NC3CC3)nn(C)c2C1)c1ccccc1 (configuration not stated)
[52] Cc1cc(NC(=O)CSc2nc3c([nH]c4ccccc43)c(=O)n2-c2ccccc2F)no1
[53] CC(=O)N1CCN(C(=O)c2cccc(-c3ccccn3)c2)CC1
compound no.	49	50	51	52	53
SNCA expr inh	-19%	-5%	-26%	-15%	24%[87.6 µM]
GPT2 inhibitor	2%	.	i	.	i
IP6K1 inh	-13	3	-2	-5	-2
HEK293 tox	-2%	.	i	.	-24%[172 µM]
FLuc inh	.	.	.	.	.
NIH3T3 tox	-8%	.	i	.	-7%[138 µM]
HEK293 viab	-1%	2%	-9%	?	-5%[12.5 µM]

In the list so far, these have two or more sulfur atoms:
[4] CC(=O)N1CCc2c(sc3nc(SCC(C)C)n(-c4ccc(C)c(Cl)c4)c(=O)c23)C1
[31] O=C(O)CC(NS(=O)(=O)c1ccc(Cl)s1)c1ccccc1 (configuration not stated)
compound no.	4	31
SNCA expr inh	2%	-4%
GPT2 inhibitor	.	.
IP6K1 inh	-7	0
HEK293 tox	.	.
FLuc inh	.	.
NIH3T3 tox	.	.
HEK293 viab	-16%	-6%

A portion of the library; the hit share may differ from the screen's.
